MPTP block = inhibitors of mitochondrial permeability transition pore | inhibition, % at 10 µM | 360,000 compounds, 1.4% hits | AID 602449 | isolated mouse mitochondria, Ca2+ swelling absorbance, 30 min;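 active = inhibition of 50% or more, scaled per plate between neutral and stimulator controls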;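 also: 0% = DMSO wells given calcium and 100% = 1 mM EGTA wells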
APOBEC3G inh = inhibitors of human APOBEC3G DNA deaminase; Q9HC16; recombinant A3G, ssDNA deamination FAM/TAMRA fluorescence; inhibition, % at 20 µM; 330,000 compounds, 0.28% hits; AID 493012;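 active = inhibition of at least 40% at 20 µM, with no more than 30% in the related APOBEC3A deaminase screen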;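 also: plate controls were DMSO wells with A3G for no effect and wells lacking A3G enzyme for full effect; some compounds called inactive have numbers as strong as hits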
Target sequence (Q9HC16 whole entry, looked up): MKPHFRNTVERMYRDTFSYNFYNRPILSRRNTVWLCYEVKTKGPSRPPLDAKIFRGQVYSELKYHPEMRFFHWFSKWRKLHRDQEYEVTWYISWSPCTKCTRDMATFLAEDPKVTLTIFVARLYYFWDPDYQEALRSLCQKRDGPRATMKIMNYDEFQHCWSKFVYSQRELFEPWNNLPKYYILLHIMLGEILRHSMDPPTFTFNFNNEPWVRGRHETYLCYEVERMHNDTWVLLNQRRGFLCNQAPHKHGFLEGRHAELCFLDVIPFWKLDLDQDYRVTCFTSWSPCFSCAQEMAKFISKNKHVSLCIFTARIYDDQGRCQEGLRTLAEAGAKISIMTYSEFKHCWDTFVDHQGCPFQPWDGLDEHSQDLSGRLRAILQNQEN
MIN6 prolif = MIN6 beta-cell proliferation induction | proliferation, % at 10 µM | MIN6 cells proliferation, ATPlite luminescence, 48 h; cells starved in 0.2% serum; 100% = growth in 10% serum | 330,000 compounds, 0.29% hits | AID 2380;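 active = compounds whose signal lies at least 3.5 SD above the mean of all wells on their plate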;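 also: 0% = DMSO-treated cells in low-serum medium and 100% = 10% serum control; some compounds called inactive have numbers as strong as hits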
mIAP act = mouse IAP activation. muIAP, CDP-Star luminescence, 30 min; hits give high values; 1 = vehicle-only enzyme signal, 0 = enzyme-free wells. activation factor at 10 µM. 330,000 compounds, 0.24% hits. AID 2805;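 active = activation factor of at least 2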; also: the source names both 10 and 20 µM as test concentration; values of inactives mirror those of a sister screen read the other way
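Assay system: mouse IAP enzyme / Compound: DMSO-dissolved test compounds / Timing: 30 min, room temperature / Measured by: luminescence from enzymatic CDP-Star hydrolysis / Control set: DMSO-only wells, enzyme-free buffer wells as negative control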
hIAP activ = human IAP activation; P09923; purified human IAP, CDP-Star luminescence, 30 min; hits give high values; 1 = vehicle-only enzyme, 0 = enzyme-free background; activation factor at 10 µM; 330,000 compounds, 0.16% hits; AID 2524;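 active = activation factor of the enzyme at least 2-fold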; also: the source names both 10 and 20 µM as test concentration; values of inactives mirror those of a sister screen read the other way
A3A deaminase = human APOBEC3A DNA deaminase inhibition; P31941; 330,000 compounds, 0.41% hits; recombinant A3A, FAM/TAMRA ssDNA deamination fluorescence; inhibition, % at 20 µM;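 active = at least 40% inhibition at 20 µM here, with at most 30% in a related deaminase screen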;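 also: plate controls were A3A with DMSO for no effect and wells lacking A3A enzyme for full effect; some results filed as inactive read as strong as hits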
Target sequence (P31941 whole entry, looked up): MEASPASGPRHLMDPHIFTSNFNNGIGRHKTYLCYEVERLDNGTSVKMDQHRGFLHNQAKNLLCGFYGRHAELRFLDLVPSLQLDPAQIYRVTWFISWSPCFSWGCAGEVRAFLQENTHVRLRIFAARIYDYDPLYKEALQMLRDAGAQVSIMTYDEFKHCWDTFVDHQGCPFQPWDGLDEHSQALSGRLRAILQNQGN
ATG4B inhibitor = blocks human ATG4B protease cleavage of LC3 substrate; inhibition, % at 8.33 µM; ATG4B cleavage of LC3-PLA2, NBD-HPC fluorescence, 1 h; Q9Y4P1; 340,000 compounds, 0.51% hits; AID 504462; in the data active = inhibition above about 40%
Target sequence (Q9Y4P1 whole entry, looked up): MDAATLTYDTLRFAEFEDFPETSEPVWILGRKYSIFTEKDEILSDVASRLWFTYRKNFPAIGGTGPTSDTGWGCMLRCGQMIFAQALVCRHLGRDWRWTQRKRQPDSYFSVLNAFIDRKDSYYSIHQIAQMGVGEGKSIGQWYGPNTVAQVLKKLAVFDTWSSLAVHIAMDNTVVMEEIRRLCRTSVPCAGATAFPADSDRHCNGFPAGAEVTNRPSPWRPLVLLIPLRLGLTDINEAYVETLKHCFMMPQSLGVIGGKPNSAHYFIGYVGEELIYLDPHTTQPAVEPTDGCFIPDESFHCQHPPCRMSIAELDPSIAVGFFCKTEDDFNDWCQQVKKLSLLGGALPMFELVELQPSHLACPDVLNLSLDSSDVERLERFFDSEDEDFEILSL
mIAP inh = mouse IAP inhibition | purified mouse IAP, CDP-Star luminescence, 30 min | inhibition, % at 10 µM | 330,000 compounds, 0.2% hits | AID 2806;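 active = inhibition of at least 40% at 10 µM in the primary screen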;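 also: plate controls were DMSO with enzyme for no effect and no enzyme wells for full effect; values of inactives mirror those of a sister screen read the other way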
hIAP inh = human IAP inhibition. P09923. purified IAP, CDP-Star luminescence, 30 min. inhibition, % at 10 µM. 330,000 compounds, 0.12% hits;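 active = inhibition reaching a set limit with compound at 10 µM in the primary screen, cut at about 35% in these data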;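 also: plate controls were DMSO wells with enzyme for no effect and no-enzyme buffer wells for full effect; values of inactives mirror those of a sister screen read the other way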
An asterisk follows results filed as active. Hits appear at their usual frequency; about 3.3% have a hit in one of these screens.

What do the screens show for `COc1cccc(-c2nnc(Nc3nc4c(F)cccc4s3)o2)c1`?
MPTP block: 49; APOBEC3G inh: -5; MIN6 prolif: -4; mIAP act: 0.8; hIAP activ: 1.9; A3A deaminase: -4; ATG4B inhibitor: 0; mIAP inh: 20; hIAP inh: -88

What do the screens show for `COC(=O)c1sc(S(=O)(=O)N2CCN(c3ccc(OC)cc3)CC2)c(C(=O)OC)c1C`?
MPTP block: 0.0; APOBEC3G inh: -4; MIN6 prolif: 0; mIAP act: 0.88; hIAP activ: 0.83; A3A deaminase: -3; ATG4B inhibitor: 4; mIAP inh: 12; hIAP inh: 17

What do the screens show for `COc1ccc(CNC(=O)C(c2ccco2)N(C(=O)Cc2cccs2)c2cccnc2)cc1` (stereo not drawn)?
MPTP block: -2.2; APOBEC3G inh: -7; MIN6 prolif: 0; mIAP act: 1; hIAP activ: 0.86; A3A deaminase: -2; ATG4B inhibitor: -15; mIAP inh: 0; hIAP inh: 14

Results for CCS(=O)(=O)c1nc(S(=O)(=O)c2ccc(Cl)cc2)c(NCc2ccco2)s1 ?
MPTP block: -0.8; APOBEC3G inh: -11; MIN6 prolif: -4; mIAP act: 0.95; hIAP activ: 0.9; A3A deaminase: 0; ATG4B inhibitor: 37; mIAP inh: 5; hIAP inh: 10

How did CCn1cc(S(=O)(=O)NCCc2ccc(F)cc2)cn1 do in these assays?
MPTP block: 0.5; APOBEC3G inh: -5; MIN6 prolif: -4; mIAP act: 1; hIAP activ: 0.97; A3A deaminase: -1; ATG4B inhibitor: -5; mIAP inh: -2; hIAP inh: 3

What do the screens show for `Cc1csc(NC(=O)c2ccc(S(=O)(=O)N3CCCC3)cc2)n1`?
MPTP block: -0.1; APOBEC3G inh: -5; MIN6 prolif: 1; mIAP act: 0.95; hIAP activ: 1.2; A3A deaminase: -2; ATG4B inhibitor: 0; mIAP inh: 5; hIAP inh: -17

Results for Cc1ccc(Cn2ccc(NC(=O)c3noc4c3CCc3ccccc3-4)n2)cc1 ?
MPTP block: 2.7; APOBEC3G inh: -6; MIN6 prolif: -2; mIAP act: 0.92; hIAP activ: 0.98; A3A deaminase: 0; ATG4B inhibitor: -9; mIAP inh: 8; hIAP inh: 2

Results for Cc1cccc2nc3ccccc3cc12 ?
MPTP block: 4.3; APOBEC3G inh: -3; MIN6 prolif: 0; mIAP act: 1.1; hIAP activ: 0.99; A3A deaminase: 1; ATG4B inhibitor: -3; mIAP inh: -6; hIAP inh: 1

What do the screens show for `CCc1ccc2c(c1)Sc1ccccc1CC2N1CCN(C)CC1` (stereo not drawn)?
MPTP block: -6.2; APOBEC3G inh: -5; MIN6 prolif: -4; mIAP act: 0.85; hIAP activ: 0.88; A3A deaminase: -2; ATG4B inhibitor: -7; mIAP inh: 14; hIAP inh: 12

What do the screens show for `Cc1nnc(SC(C)C(=O)NC2CCCc3ccccc32)n1-c1ccccc1` (stereo not drawn)?
MPTP block: 0.1; APOBEC3G inh: -6; MIN6 prolif: 2; mIAP act: 0.98; hIAP activ: 1.2; A3A deaminase: -2; ATG4B inhibitor: -10; mIAP inh: 2; hIAP inh: -18

How did CCOC(=O)c1nn(-c2ccc(C)c(C)c2)c(=O)c2c(N)scc12 do in these assays?
MPTP block: 0.2; APOBEC3G inh: 25; MIN6 prolif: -1; mIAP act: 0.81; hIAP activ: 0.87; A3A deaminase: 0; ATG4B inhibitor: -9; mIAP inh: 19; hIAP inh: 13

How did COc1cc(NC(C)=O)c2ncccc2c1NC(C)=O do in these assays?
MPTP block: -0.1; APOBEC3G inh: -4; MIN6 prolif: 0; mIAP act: 1; hIAP activ: 1.1; A3A deaminase: -3; ATG4B inhibitor: -5; mIAP inh: -3; hIAP inh: -10

Results for Cc1noc(C)c1-c1ccc2nc[nH]c(=O)c2c1 ?
MPTP block: -1.3; APOBEC3G inh: -10; MIN6 prolif: 3; mIAP act: 0.93; hIAP activ: 0.93; A3A deaminase: -2; ATG4B inhibitor: -11; mIAP inh: 7; hIAP inh: 7

How did COc1ccc(Br)c(-c2nc(CS(=O)(=O)c3ccc(F)cc3)no2)c1 do in these assays?
MPTP block: 2.7; APOBEC3G inh: -7; MIN6 prolif: 4; mIAP act: 0.92; hIAP activ: 0.85; A3A deaminase: -4; ATG4B inhibitor: -4; mIAP inh: 8; hIAP inh: 15

Results for COc1cc2c(cc1OC)CN(C(=O)c1cc(Cl)nc(Cl)c1)CC2 ?
MPTP block: -0.8; APOBEC3G inh: -2; MIN6 prolif: -3; mIAP act: 0.99; hIAP activ: 0.92; A3A deaminase: 7; ATG4B inhibitor: 5; mIAP inh: 0; hIAP inh: 8

Results for O=C(Nc1ccc(OC(F)(F)F)cc1)Oc1ccccc1N1CCCCC1 ?
MPTP block: 82*; APOBEC3G inh: 2; MIN6 prolif: -4; mIAP act: 1.4; hIAP activ: 0.99; A3A deaminase: -2; ATG4B inhibitor: 2; mIAP inh: -41; hIAP inh: 1

How did O=C(Nc1cccnc1)c1ccc(COc2ccccc2Br)cc1 do in these assays?
MPTP block: 0.3; APOBEC3G inh: -2; MIN6 prolif: -4; mIAP act: 1.1; hIAP activ: 1; A3A deaminase: -2; ATG4B inhibitor: -4; mIAP inh: -8; hIAP inh: -2

What do the screens show for `CCOC(=O)c1cnc(SCc2nc(N)nc(Nc3ccc(F)cc3)n2)nc1N`?
MPTP block: 2.8; APOBEC3G inh: 1; MIN6 prolif: 0; mIAP act: 0.96; hIAP activ: 0.76; A3A deaminase: 1; ATG4B inhibitor: 11; mIAP inh: 4; hIAP inh: 24

How did O=C(CCN1C(=O)c2ccccc2C1=O)NCCC1=CCCCC1 do in these assays?
MPTP block: -1.1; APOBEC3G inh: -2; MIN6 prolif: -2; mIAP act: 0.99; hIAP activ: 1.1; A3A deaminase: 2; ATG4B inhibitor: 9; mIAP inh: 1; hIAP inh: -8

How did CN(CCc1ccccn1)C(=O)c1ccc(OC2CCN(Cc3ccccn3)CC2)cc1 do in these assays?
MPTP block: 0.2; APOBEC3G inh: -8; MIN6 prolif: -3; mIAP act: 1.1; hIAP activ: 1.5; A3A deaminase: -2; ATG4B inhibitor: -6; mIAP inh: -5; hIAP inh: -53

Results for N#Cc1nc(Cc2ccccc2)oc1NCc1ccccc1 ?
MPTP block: 1.5; APOBEC3G inh: -3; MIN6 prolif: 0; mIAP act: 1.1; hIAP activ: 1.1; A3A deaminase: 2; ATG4B inhibitor: 11; mIAP inh: -7; hIAP inh: -6

What do the screens show for `Nc1ccc(S(=O)(=O)N2CCOCCOCCOCCOCCOCC2)cc1`?
MPTP block: -1.3; APOBEC3G inh: -2; MIN6 prolif: -1; mIAP act: 1; hIAP activ: 1.3; A3A deaminase: -5; ATG4B inhibitor: 4; mIAP inh: -2; hIAP inh: -26

How did COC(=O)Cc1cc(C)cc2c(=O)cc(-c3ccoc3)oc12 do in these assays?
MPTP block: 4.9; APOBEC3G inh: 2; MIN6 prolif: -1; mIAP act: 1; hIAP activ: 0.96; A3A deaminase: 11; ATG4B inhibitor: 6; mIAP inh: -4; hIAP inh: 4

How did O=C(Nc1ccc(Oc2ccccc2)cc1)C1CCN(c2c3c(nc4ncnn24)CCC3)CC1 do in these assays?
MPTP block: 67*; APOBEC3G inh: -5; MIN6 prolif: -6; mIAP act: 1.7; hIAP activ: 1.1; A3A deaminase: -3; ATG4B inhibitor: -19; mIAP inh: -70; hIAP inh: -10

How did N#CCCC(CCC#N)(CCC#N)c1cc[n+](CCc2ccccn2)cc1 do in these assays?
MPTP block: 1.1; APOBEC3G inh: -6; MIN6 prolif: -1; mIAP act: 1.1; hIAP activ: 0.91; A3A deaminase: -2; ATG4B inhibitor: -19; mIAP inh: -10; hIAP inh: 9

How did CC(C)c1ccc(S(=O)(=O)NCc2ccc3c(c2)OCO3)cc1 do in these assays?
MPTP block: -0.3; APOBEC3G inh: -4; MIN6 prolif: -2; mIAP act: 1.1; hIAP activ: 1; A3A deaminase: -1; ATG4B inhibitor: -1; mIAP inh: -10; hIAP inh: 0

How did Cc1ccc2cc(C=O)c(N(C)C)nc2c1 do in these assays?
MPTP block: -15; APOBEC3G inh: -10; MIN6 prolif: 0; mIAP act: 1; hIAP activ: 1.1; A3A deaminase: -4; ATG4B inhibitor: 0; mIAP inh: -3; hIAP inh: -11

How did NS(=O)(=O)c1ccc(NC(=O)CN2CCCC2)cc1 do in these assays?
MPTP block: -1.4; APOBEC3G inh: -7; MIN6 prolif: -3; mIAP act: 0.97; hIAP activ: 0.9; A3A deaminase: -4; ATG4B inhibitor: 1; mIAP inh: 3; hIAP inh: 10

How did O=C(N=C1SC2CS(=O)(=O)CC2N1Cc1ccccc1Cl)C1CC1 (stereo not drawn) do in these assays?
MPTP block: -0.8; APOBEC3G inh: 3; MIN6 prolif: 1; mIAP act: 0.91; hIAP activ: 1.1; A3A deaminase: 1; ATG4B inhibitor: -4; mIAP inh: 9; hIAP inh: -7

How did COc1ccc(C(=O)N/N=C/C(=O)c2ccccc2)cc1 do in these assays?
MPTP block: -0.4; APOBEC3G inh: -6; MIN6 prolif: 1; mIAP act: 0.9; hIAP activ: 1.1; A3A deaminase: 0; ATG4B inhibitor: -6; mIAP inh: 10; hIAP inh: -13

What do the screens show for `CC(C)CC1Nc2ccc(C(=O)NCc3ccc4c(c3)OCO4)cc2NC1=O` (stereo not drawn)?
MPTP block: 0.2; APOBEC3G inh: -11; MIN6 prolif: 0; mIAP act: 0.89; hIAP activ: 0.78; A3A deaminase: -4; ATG4B inhibitor: -6; mIAP inh: 11; hIAP inh: 22

How did Cn1nnc(NC(=O)c2ccc(C(C)(C)C)cc2)n1 do in these assays?
MPTP block: 1.0; APOBEC3G inh: -3; MIN6 prolif: -4; mIAP act: 1; hIAP activ: 0.97; A3A deaminase: -4; ATG4B inhibitor: -12; mIAP inh: 0; hIAP inh: 3

What do the screens show for `CCCCOc1ccc(CSc2n[nH]c(C)n2)cc1`?
MPTP block: 0.6; APOBEC3G inh: -12; MIN6 prolif: -1; mIAP act: 0.98; hIAP activ: 0.79; A3A deaminase: 3; ATG4B inhibitor: -6; mIAP inh: 2; hIAP inh: 21

What do the screens show for `CN(C)C(=O)c1cc(C(=O)c2ccccc2C(F)(F)F)c[nH]1`?
MPTP block: -1.7; APOBEC3G inh: -3; MIN6 prolif: 0; mIAP act: 1; hIAP activ: 0.8; A3A deaminase: -1; ATG4B inhibitor: -4; mIAP inh: -1; hIAP inh: 20

3 structures already listed, ordered by molecular weight, low to high.
How did Cn1nnc(NC(=O)c2ccc(C(C)(C)C)cc2)n1 do in these assays?
MPTP block: 1.0; APOBEC3G inh: -3; MIN6 prolif: -4; mIAP act: 1; hIAP activ: 0.97; A3A deaminase: -4; ATG4B inhibitor: -12; mIAP inh: 0; hIAP inh: 3

How did COc1ccc(C(=O)N/N=C/C(=O)c2ccccc2)cc1 do in these assays?
MPTP block: -0.4; APOBEC3G inh: -6; MIN6 prolif: 1; mIAP act: 0.9; hIAP activ: 1.1; A3A deaminase: 0; ATG4B inhibitor: -6; mIAP inh: 10; hIAP inh: -13

What do the screens show for `CC(C)CC1Nc2ccc(C(=O)NCc3ccc4c(c3)OCO4)cc2NC1=O` (stereo not drawn)?
MPTP block: 0.2; APOBEC3G inh: -11; MIN6 prolif: 0; mIAP act: 0.89; hIAP activ: 0.78; A3A deaminase: -4; ATG4B inhibitor: -6; mIAP inh: 11; hIAP inh: 22
